# Eya2 inh – inhibitors of human Eya2 phosphatase activity; recombinant Eya2, OMFP fluorescence dephosphorylation (OMFP is methylfluorescein phosphate); actives 0.006% (n = 330,000); Potency, µM (titrated, usually from 76.9 µM), inactives show at the highest dose activity, negative = inhibition, hits mostly inhibitors; further: potency means the concentration at half of the fitted maximal effect; on the % scale 0 is the no-effect control and ±100 the full control effect
#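 Eya2 protein (added as 0.2 uM solution) was preincubated with compound for 10 min at ambient temperature in 50 mM HEPES pH 7.5, 50 mM NaCl, 5 uM MgCl2, 0.05% BSA, 1 mM DTT. OMFP (added at 50 uM) then reacted 10 min; fluorescence read at 485/525 nm.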
# S-ASM inh – blocks human secretory acid sphingomyelinase | placental ASM, HMU-PC fluorogenic substrate, 60 min | Potency, µM (top dose mostly 57.5 µM), inactives show at the highest dose activity change, negative = inhibition, most hits filed as inhibitors | actives 0.006% (n = 340,000) | AID 504937; further: potency means the concentration at half of the fitted maximal effect
#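 Human placenta-derived ASM preincubated with compound 10 min at room temperature, then reacted with 9 uM (final) fluorogenic HMU-PC substrate for 60 min at 37 C. Stop solution raises pH to 10; fluorescence read at Ex 386/Em 447 nm.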
# MBNL1-CUG inh – MBNL1-poly(CUG) RNA binding inhibition; Q9NR56; TR-FRET MBNL1-His/biotin-(CUG)12 binding, 665/545 ratio; Potency, µM (titrated, usually from 57.5 µM), inactives show at the highest dose activity change, negative = inhibition, actives largely listed as inhibitors; actives 0.036% (n = 280,000); AID 2675; active means well fitted inhibition curve with a large enough effect in the signal ratio, with a control signal flat, not every such curve was filed as active; inconclusive means small, poorly fitted or top-dose-only effect, or effect the other way, or a change in a side signal; inactive means no such curve, though single readings can be large or run the other way; the % refers to the signal ratio; further: potency means the concentration at half of the fitted maximal effect; on the % scale 0 is the no-effect control and ±100 the full control effect
# Target sequence (Q9NR56 whole entry, looked up): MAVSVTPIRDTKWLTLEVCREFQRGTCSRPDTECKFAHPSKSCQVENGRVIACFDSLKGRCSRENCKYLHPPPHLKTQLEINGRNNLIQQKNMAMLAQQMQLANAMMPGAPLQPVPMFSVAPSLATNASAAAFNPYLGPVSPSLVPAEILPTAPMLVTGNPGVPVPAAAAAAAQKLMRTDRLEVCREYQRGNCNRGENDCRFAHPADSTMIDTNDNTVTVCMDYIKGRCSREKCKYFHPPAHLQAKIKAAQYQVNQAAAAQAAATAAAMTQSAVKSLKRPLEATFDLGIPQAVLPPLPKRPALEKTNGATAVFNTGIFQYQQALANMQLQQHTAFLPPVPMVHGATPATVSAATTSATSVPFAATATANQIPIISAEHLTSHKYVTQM
#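 Compound titration spanned 92 nM–58 uM against the MBNL1-His/biotin-(CUG)12 complex. After 60 min at room temperature with 5 nM streptavidin-XL665 and 0.055 ng/ul terbium anti-His, ratiometric 665/545 nm emission (Ex 340 nm) normalized to controls.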
# Menin-MLL TR inh – menin-MLL binding inhibition, Texas Red mutant peptide. O00255. Menin + Texas Red MLL mutant peptide, fluorescence polarization. Potency, µM (titrated, usually from 61.6 µM), inactives show top-dose FP activity change, negative = inhibition, hits mostly inhibitors. actives 0.23% (n = 270,000); active means well fitted inhibition curve with a large enough effect in the polarisation, with a control signal flat, not every such curve was filed as active; inconclusive means small, poorly fitted or top-dose-only effect, or effect the other way, or a change in a side signal; inactive means no such curve, though single readings can be large or run the other way; the % refers to the polarisation; further: potency means the concentration at half of the fitted maximal effect; % of control where 0% means no effect; many of its hits are not listed in these tables
# Mito fusion act – blocks mitochondrial division or promotes mitochondrial fusion; S. cerevisiae fusion-defective mutant growth rescue, CellTiterGlo 48 h; Potency, µM (highest dose often 46.1 µM), for the others: top-dose growth rescue (activation), hits mostly activators; actives 0.23% (n = 320,000);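 further: potency means the concentration at half of the fitted maximal effect; % of control where 0% means no effect; nearly all actives have a fitted effect of over 45% in size; temperature-sensitive fusion mutants such as fzo1-1 at 37 °C on non-fermentable ethanol glycerol medium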
#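 Read-out: ATP-based luminescence (CellTiterGlo, 10 min ambient) reporting growth of fusion-defective ts yeast after 48 hours at 37C on glycerol/ethanol YPEG medium in the presence of compound.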
# Chronic BCR inh – chronic active BCR signaling inhibition | ABC-DLBCL IkBa-CBG/CBR reporter, luminescence ratio, 4 h | Potency, µM (top dose mostly 46.1 µM), for inactives: at the top dose ratio change, negative = lower green/red ratio, hits mostly inhibitors | actives 0.05% (n = 340,000); active means well fitted inhibition curve with a large enough effect in the signal ratio, with a control signal flat, not every such curve was filed as active; inconclusive means small, poorly fitted or top-dose-only effect, or effect the other way, or a change in a side signal; the % refers to the signal ratio;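 further: potency means the concentration at half of the fitted maximal effect; plate controls were basal doxycycline-induced cells for no effect and cells given 10 µM MG132 for full effect; MG132 reads +100%, hits lower the ratio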
#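 Cell line TMD8 (human ABC DLBCL), stably expressing tet-inducible CBG68-IkBa fusion and CBR; IMDM/0.5% FBS; cpd up to 46 uM; dox induction, 4 h, 37C/5% CO2; dual luminescence; green/red ratio; MG132 control.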
# hERG WT inh – inhibitors of human wildtype KCNH2 potassium channel | Q12809 | U2OS, BacMam KCNH2, thallium flux FluxOr; active compounds read low | activity change, % at 1.84 µM | actives 0.37% (n = 340,000) | AID 720551;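 active means maximum activity change below -70%; inconclusive means maximum activity change between -70% and -50%; inactive means maximum activity change above -50%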; further: on the % scale 0 is the no-effect control and ±100 the full control effect
#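 U2OS cells transduced with wild-type KCNH2 virus are loaded with FluxOr dye for 45 min, and thallium flux is measured in kinetic reads before and after stimulation buffer. Rate constants are normalized to DMSO controls.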
# USP2a block – inhibitors of human ubiquitin-specific protease USP2a | USP2 core, Ub-CHOP2 coupled fluorogenic reporter, 485/531 | O75604 | AID 463254 | actives 0.01% (n = 330,000) | Potency, µM (series often up to 38.3 µM), for inactives: at the highest dose activity change, negative = inhibition, usual class: inhibitors;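 further: potency means the concentration at half of the fitted maximal effect; plate controls were DMSO wells for no effect and full inhibition by NEM control for full effect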
# Target sequence (O75604 whole entry, looked up): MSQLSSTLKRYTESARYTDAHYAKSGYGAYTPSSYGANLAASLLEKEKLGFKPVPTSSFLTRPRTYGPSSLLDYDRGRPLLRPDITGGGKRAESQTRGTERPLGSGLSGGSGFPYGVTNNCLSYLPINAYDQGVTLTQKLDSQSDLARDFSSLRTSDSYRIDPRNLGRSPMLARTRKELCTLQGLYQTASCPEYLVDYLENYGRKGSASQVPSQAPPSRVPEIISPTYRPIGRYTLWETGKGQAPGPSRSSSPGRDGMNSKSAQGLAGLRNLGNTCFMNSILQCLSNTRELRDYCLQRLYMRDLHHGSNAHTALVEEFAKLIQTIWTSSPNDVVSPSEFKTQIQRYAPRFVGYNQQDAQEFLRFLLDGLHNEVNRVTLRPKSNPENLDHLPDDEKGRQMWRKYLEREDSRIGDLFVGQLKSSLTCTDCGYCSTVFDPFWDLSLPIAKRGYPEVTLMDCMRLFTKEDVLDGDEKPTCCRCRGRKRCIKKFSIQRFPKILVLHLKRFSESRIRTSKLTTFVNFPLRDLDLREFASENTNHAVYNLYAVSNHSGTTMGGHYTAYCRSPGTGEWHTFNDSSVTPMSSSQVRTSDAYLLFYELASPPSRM
#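 Cell-free coupled assay: 10nM USP2 core preincubated 30min RT with compound in Tris-HCl pH 8.0/CaCl2/CHAPS buffer, then 25nM Ub-CHOP2 and 25nM reporter substrate; fluorescence (Ex 485/Em 531) read after 60min RT, normalized to NEM inhibition, concentration-response curves fitted.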
# GALK inh – galactokinase (human) inhibition; Potency, µM (series often up to 57.5 µM), for the others: at the highest dose activity change, negative = inhibition, usual class: inhibitors; Purified GALK, Kinase-Glo residual ATP luminescence; actives 0.007% (n = 270,000); AID 1868; P51570; further: potency means the concentration at half of the fitted maximal effect; on the % scale 0 is the no-effect control and ±100 the full control effect
#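 The enzyme phosphorylates galactose (100 uM) using ATP (35 uM); inhibition is detected as higher residual ATP, quantified by bioluminescence after 1 h reaction at room temperature, pH 8.0.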
# TSHR antagonist – human thyrotropin receptor antagonism; P16473; TSHR-expressing cells, TSH-stimulated cAMP HTRF, 2 h; active compounds read low; activity change, negative = inhibition, % at 11.5 µM; actives 0.2% (n = 330,000); AID 504810;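 active means activity change below a set negative limit, meaning inhibition stronger than a set level, cut at about -70% in these data; inconclusive means activity change between two set negative limits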; further: on the % scale 0 is the no-effect control and ±100 the full control effect
#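 Cell-based HTRF cAMP assay; TSHR cells + compound, TSH EC80 (4nM final), 2 h, 37 deg C. Lysis with anti-cAMP cryptate and cAMP-d2, 30 min RT, read 665/620 nm.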
# PKM2 activator – increases activity of human pyruvate kinase M2; Potency, µM (top dose mostly 57.5 µM), inactives show at the top dose activation, actives largely listed as activators; actives 0.34% (n = 260,000); AID 1631; purified PKM2, Kinase-Glo ATP luminescence, activation; response scale: 0% is enzyme alone, no compound; P14618; further: potency means the concentration at half of the fitted maximal effect; on the % scale 0 is the no-effect control and ±100 the full control effect; nearly all actives have a fitted effect of over 55% in size
#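 Purified hPK-M2 (>95% pure) converted ADP (0.1 mM final) to ATP with 0.5 mM PEP in 50 mM imidazole pH7.2, KCl, MgCl2, Tween 20, BSA; 1 h at room temperature. ATP detected by Kinase-Glo luminescence.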
# * marks the source's active call; other numbers are inactive results; ? = inconclusive; · = no result given; [ ] = another dose, or the depositor's remark. Unless noted, the call rests on the fitted dose curve; in most records, active means well fitted curve in the direction sought with a large enough effect; inconclusive means small, poorly fitted or top-dose-only effect, or another doubt; inactive means no such curve, though single readings can be large; an effect the other way counts as inactive or inconclusive. This is a subset; rates above refer to the full screens.
SMILES,Eya2 inh,S-ASM inh,MBNL1-CUG inh,Menin-MLL TR inh,Mito fusion act,Chronic BCR inh,hERG WT inh,USP2a block,GALK inh,TSHR antagonist,PKM2 activator
O=C1OCCC1Sc1nnc(-c2ccc3c(c2)OCO3)o1 (stereo unspecified),5%,5%,0%,-18%,-1%,?,18,0%,11%,10,10%
C=CCn1c(COc2ccccc2)nnc1SCC(=O)N/N=C/c1cc(Cl)ccc1O,·,6%,1%,14%,1%,·,7,·,0%,·,-5%
CC(NC(=O)c1ccc(Br)s1)C1CCCO1 (stereo unspecified),17%,2%,-11%,2%,-1%,24%,4,7%,0%,10,-2%
COc1ccc(C(CC(=O)O)NC(=O)c2ccccc2[N+](=O)[O-])cc1 (stereo unspecified),1%,-5%,16%,-1%,1%,?,-1,-1%,0%,2,-3%
CCN1CCN(c2cc(C(C)C)nc3c(-c4ccccc4)c(C)nn23)CC1,-11%,25%,-7%,·,-18%,?,17,-2%,-3%,9,-3%
O=C(CC1CC2CCC1C2)N1CCN(S(=O)(=O)c2ccccc2C(F)(F)F)CC1 (stereo unspecified),-16%,0%,·,·,0%,1%,2,0%,·,-1,·
CCOc1ccc(-c2nnn(CC(=O)N3CCN(c4ccc(F)cc4)CC3)n2)cc1OCC,2%,39%,4%,1%,-1%,?,1,0%,-1%,14,0%
Cc1ccc(C2=NS(=O)(=O)N(C)C(C(=O)NCc3ccc4c(c3)OCO4)=C2)cc1,6%,-10%,-2%,23%,10%,0%,6,0%,·,-4,1%
Oc1ccc(Cl)cc1-c1cc(-c2ccco2)[nH]n1,2%,-5%,7%,?,1%,11%,-1,2%,1%,-8,-1%
CCC(=O)NC(=S)Nc1cccc(NC(=O)c2ccccc2Cl)c1,6%,0%,-2%,21%,-1%,?,4,4%,-3%,-3,-12%
Cc1ccc(-n2c(N)c(C(=O)Nc3ccccc3F)sc2=S)cc1C,-10%,-4%,?,-9%,5%,?,3,0%,6%,-15,2%
Cc1ccc(NC(=O)C2CCN(S(=O)(=O)c3ccc4ccccc4c3)CC2)nc1,15%,-4%,·,·,21%,?,-4,-2%,·,-21,·
Cc1ccc(C(=O)COC(=O)CNC(=O)CNC(=O)c2ccc(C)cc2)cc1,7%,2%,·,-6%,2%,5%,-1,-1%,1%,-7,6%
O=C(NC(=S)NCc1cccnc1)c1cc(Br)ccc1Cl,-3%,0%,-6%,·,4%,-1%,-12,-1%,4%,-2,1%
CN(C)S(=O)(=O)N1CCC(Oc2cccc(C(=O)NC3CCCCC3)c2)CC1,3%,1%,2%,·,2%,?,-3,0%,2%,-35,·
CC(C)(C)N(Cc1cc2ccccc2[nH]c1=O)C(=O)c1ccco1,-13%,3%,-2%,-1%,-1%,-7%,8,3%,4%,23,-3%
COC(=O)C1=C2SC(C)C(=O)N2C(N)=C(C#N)C1c1ccc(OC)c(OC)c1 (stereo unspecified),5%,-1%,3%,-10%,1%,-2%,12,-1%,1%,12,?
CCC(C)N1CCN(C(=O)c2cc(OC)cc(OC)c2)CC1 (stereo unspecified),13%,0%,-5%,2%,1%,6%,12,0%,4%,-9,-5%
Cc1ccc(C)c(N2CCN(C(=O)CCc3nc4ccccc4[nH]3)CC2)c1,-2%,-2%,7%,-1%,6%,-8%,9,1%,·,-1,4%
Cc1cccc(Nc2nnc(SCC3CCCCO3)s2)c1 (stereo unspecified),4%,·,-14%,3%,12%,?,0,1%,-2%,-5,-8%
C=CCc1ccccc1OCC(O)CN1CCN(C(=O)OCC)CC1 (stereo unspecified),-20%,4%,-11%,?,6%,?,5,-4%,-1%,30,-2%
CCOCC(=O)Nc1nnc(COCC)s1,7%,0%,-6%,-18%,0%,0%,-8,-2%,-3%,-1,0%
CSc1nnc2c(n1)OC1(Nc3ccccc3-2)C(=O)Nc2ccccc21 (stereo unspecified),-5%,-2%,?,6%,2%,-2%,·,0%,14%,-3,1%
CC(=O)N1c2ccc(S(=O)(=O)N3CCCCC3)cc2CC1C(=O)Nc1cccc(C)c1 (stereo unspecified),-1%,-2%,0%,·,1%,4%,21,-6%,1%,-3,·
CCOc1ccc(C2C([N+](=O)[O-])=C(C)N(C)C(=O)N2C)cc1OC (stereo unspecified),-12%,1%,?,-6%,7%,?,-14,2%,-1%,-4,4%
CC(C)OC(=O)CSc1nnc(CNc2cccc(Cl)c2)n1C,-19%,-1%,-2%,-13%,0%,-4%,9,3%,-2%,-2,-2%
N/C(=N\OC(=O)c1ccc(Cl)c([N+](=O)[O-])c1)c1ccccn1,1%,0%,?,32%[activator],1%,7%,0,-1%,8%,-14,-8%
O=C(CCCNS(=O)(=O)c1ccc(Cl)c(Cl)c1)NCCc1ccccn1,9%,-3%,1%,1%,-1%,-2%,5,9%,0%,7,7%
COc1cc(S(=O)(=O)N2CCC(N3CCCCC3)CC2)ccc1-n1cnnn1,-2%,1%,-2%,?,4%,2%,-11,-2%,4%,3,-2%
CCOC(=O)N1CCN(S(=O)(=O)c2cc3c(cc2C)NC(=O)CO3)CC1,5%,1%,-13%,0%,1%,-7%,-6,1%,3%,-7,28%
CCc1cccc(CC)c1NC(=S)N(CCN(C)C)C(C)c1cccnc1 (stereo unspecified),-12%,8%,-6%,-1%,-5%,0%,0,-7%,-1%,1,1%
CCN(CC)S(=O)(=O)c1ccc(OC)c(NC(=O)c2cc(C)on2)c1,12%,5%,-1%,17%,2%,-2%,2,1%,-6%,-1,?
CCN(CC(=O)NC1CCS(=O)(=O)C1)S(=O)(=O)c1ccc2ccccc2c1 (stereo unspecified),-3%,-7%,2%,-3%,-2%,4%,26,-1%,1%,3,1%
COc1ccc2oc(=O)c(-c3nc(C)cs3)cc2c1,12%,347%[activator],84%[activator],-1%,0%,?,-19,10%,8%,-25,-17%
CC(=O)c1ccc(Nc2cc(C)nc3nc(C)nn23)cc1,6%,-1%,-13%,8%,0%,-1%,-6,0%,·,7,-3%
CC(=O)N1CCN(C(=O)c2cc3c(s2)CCC(C)C3)CC1 (stereo unspecified),8%,1%,·,·,-10%,0%,3,1%,·,18,·
Fc1ccc(C2=NOC(c3nnc(-c4ccccc4)o3)C2)cc1 (stereo unspecified),-5%,5%,-3%,·,8%,0%,1,-2%,7%,1,0%
CNC(=S)N/N=C/c1c(Cl)cccc1Cl,1%,2%,8%,14%,-7%,?,-2,-11%,1%,2,0%
Cc1ccc2nc(NNC(=O)c3ccc4c(c3)OCCO4)sc2c1,0%,-7%,-14%,8%,6%,-3%,0,-1%,·,2,5%
COC(=O)N/N=C/c1cc(N=Nc2ccccc2)ccc1O,12%,-4%,4%,·,15%,9%,3,0%,2%,-19,-13%
COc1ccc(-c2ccnc(SCC(=O)Nc3ccccn3)n2)cc1,1%,-2%,1%,0%,1%,?,3,7%,-1%,-10,1%
CC1(C)C(=O)Nc2ccccc2N1C(=O)COC(=O)C1CCCCC1,-12%,2%,1%,-1%,0%,-1%,-1,2%,-2%,-4,-3%
COc1ccc(OC)c(Nc2nc(N)nc(CSc3nnc(N)s3)n2)c1,-3%,1%,-7%,16%,-7%,7%,-5,2%,1%,0,0%
CCOc1ccc(-c2nnc(SCc3nc4ccccc4[nH]3)n2N)cc1,7%,2%,-1%,-1%,13%,16%,1,1%,0%,18,0%
CCOC(=O)c1ccc(N2C(=O)C3CC=C(C)CC3C2=O)cc1 (stereo unspecified),-6%,-1%,-5%,-15%,-5%,3%,10,-1%,3%,-11,-1%
Cc1cc(C(=O)NC2Cc3ccccc3C2)c(C)o1,12%,2%,-20%,·,2%,-1%,-2,2%,·,4,4%

# Bioassay records: PubChem BioAssay, National Center for Advancing Translational Sciences (NCATS)
